GAA inhib – inhibitors of human lysosomal alpha-glucosidase; purified human GAA, 4-MU-alpha-glucoside fluorescence; Potency, µM (series often up to 76.9 µM), for inactives: at the highest dose activity change, negative = inhibition, most hits filed as inhibitors; 0.005% of 200,000 active; P10253; AID 1466;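 further: plate controls were uninhibited enzyme wells for no effect and no-enzyme background for full effect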
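Activity normalized between no-enzyme (basal) and enzyme-only wells. Conditions: 4 nM human enzyme, 400 uM fluorogenic substrate, citrate/phosphate pH 5.0 with Tween-20, 20 min room temperature, compounds up to 77 uM.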
Epigenetic derep – epigenetic control regulation, reporter derepression; murine LDR cells, GFP reporter derepression, 30 h; Potency, µM (top dose mostly 53.9 µM), for inactives: top-dose GFP activation, usual class: activators; 0.2% of 280,000 active; further: % of control where 0% means no effect; nearly all actives have a fitted effect of over 60% in size
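Readout is the number of GFP-expressing murine LDR cells, counted by cytometry following washing. Cells were treated with compound for 30 h at 37 C; the stably integrated CMV-GFP locus is normally silent.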
ALDH1A1 block – inhibitors of human aldehyde dehydrogenase 1A1; P00352; Purified ALDH1A1, NADH fluorescence, propionaldehyde substrate; Potency, µM (highest dose often 75.3 µM), for inactives: top-dose activity, negative = inhibition, usual class: inhibitors; 7.3% of 220,000 active; active means well fitted inhibition curve with a large enough effect, not every such curve was filed as active; inconclusive means small, poorly fitted or top-dose-only effect, or another doubt; inactive means no such curve, though single readings can be large or run the other way;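 further: plate controls were no enzyme wells and a reference inhibitor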
Target sequence (P00352 whole entry, looked up): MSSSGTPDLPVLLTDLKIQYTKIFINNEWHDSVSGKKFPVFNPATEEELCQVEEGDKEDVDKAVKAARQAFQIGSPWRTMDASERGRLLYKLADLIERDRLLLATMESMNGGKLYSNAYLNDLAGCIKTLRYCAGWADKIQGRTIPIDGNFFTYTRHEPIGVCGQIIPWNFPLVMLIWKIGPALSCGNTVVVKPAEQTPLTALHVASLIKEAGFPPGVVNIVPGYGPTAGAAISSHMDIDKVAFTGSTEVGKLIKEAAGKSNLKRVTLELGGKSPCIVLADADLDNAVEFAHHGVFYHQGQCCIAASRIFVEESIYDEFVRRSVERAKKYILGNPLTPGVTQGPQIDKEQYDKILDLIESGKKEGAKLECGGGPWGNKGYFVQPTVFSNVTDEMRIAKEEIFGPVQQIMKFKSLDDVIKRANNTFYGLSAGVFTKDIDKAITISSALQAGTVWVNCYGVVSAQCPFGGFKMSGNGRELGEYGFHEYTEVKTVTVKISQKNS
GLA spleen mod – inhibits or activates alpha-galactosidase in human spleen homogenate; P06280; human spleen homogenate, 4MU-alpha-Gal fluorescence, 40 min; Potency, µM (doses to about 80 µM), for the others: top-dose activity change, negative = inhibition, most hits filed as inhibitors; 0.008% of 240,000 active; AID 2107;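 further: 0% = enzyme with vehicle and -100% = no enzyme basal signal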
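Human spleen homogenate (1 ug) as enzyme source, 4-methylumbelliferyl-alpha-D-galactopyranoside 1 mM final, citrate/phosphate pH 5.0 with 0.01% Tween-20. Compounds 40 min at 37C, NaOH/glycine stop; fluorescence Ex 365/Em 440, Hill-fit AC50.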
Tau fluor counter – counter-screen for tau fibril formation inhibitors; Potency, µM (highest dose often 57.7 µM), for inactives: at the highest dose activity change, negative = decrease; AID 1463; 0.93% of 280,000 active; tau K18 P301L (four-repeat tau fragment) Alexa594 fluorescence, heparin fibrillization; further: on the % scale 0 is the no-effect control and ±100 the full control effect; nearly all actives have a fitted effect of over 55% in size
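Human K18 P301L tau (15 uM unlabeled plus 0.24 uM Alexa 594-labeled, final) in 100 mM sodium acetate pH 7 was mixed with compound and 20 uM heparin and incubated 6 hr at 37 C.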
GAA glycogen mod – alters human alpha-glucosidase cleavage of glycogen | P10253 | recombinant GAA, glycogen substrate, Amplex Red glucose oxidase fluorescence | Potency, µM (top dose mostly 76.4 µM), for the others: top-dose activity change, negative = inhibition, hits mostly inhibitors | 0.38% of 300,000 active;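 further: 0% = full enzyme reaction and -100% = no-enzyme basal signal; the screen sought inhibitors and activators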
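Natural-substrate format: glycogen cleavage by 4 nM human enzyme, glucose read by Amplex Red coupling (Ex 573, Em 610 nm). Normalized to enzyme and no-enzyme controls.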
GAA spleen mod – lysosomal alpha-glucosidase (human) modulation | P10253 | human spleen homogenate, 4-MU-alpha-glucoside fluorescence | Potency, µM (highest dose often 79.9 µM), inactives show at the highest dose activity change, negative = inhibition, actives largely listed as inhibitors | 0.006% of 240,000 active | AID 2112;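 further: 0% = enzyme with vehicle and -100% = no enzyme basal signal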
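Human spleen homogenate (1 ug) with 4-methylumbelliferyl-alpha-D-glucopyranoside (1 mM final) in 50 mM citrate/phosphate pH 5.0, 0.01% Tween-20; 40 min at 37 C. Stopped at pH 10; 4-MU fluorescence Ex 365/Em 440 nm; AC50 by Hill fit.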
NPSR antag – neuropeptide S receptor (human) antagonism, cAMP. Q6W5P4. CHO-NPSR cells, cAMP TR-FRET, antagonist mode. Potency, µM (doses to about 38.3 µM), for the others: top-dose activity change, negative = inhibition, most hits filed as inhibitors. 1% of 220,000 active. AID 1461; further: on the % scale 0 is the no-effect control and ±100 the full control effect; nearly all actives have a fitted effect of over 50% in size; many of its hits are not listed in these tables
Target sequence (Q6W5P4 whole entry, looked up): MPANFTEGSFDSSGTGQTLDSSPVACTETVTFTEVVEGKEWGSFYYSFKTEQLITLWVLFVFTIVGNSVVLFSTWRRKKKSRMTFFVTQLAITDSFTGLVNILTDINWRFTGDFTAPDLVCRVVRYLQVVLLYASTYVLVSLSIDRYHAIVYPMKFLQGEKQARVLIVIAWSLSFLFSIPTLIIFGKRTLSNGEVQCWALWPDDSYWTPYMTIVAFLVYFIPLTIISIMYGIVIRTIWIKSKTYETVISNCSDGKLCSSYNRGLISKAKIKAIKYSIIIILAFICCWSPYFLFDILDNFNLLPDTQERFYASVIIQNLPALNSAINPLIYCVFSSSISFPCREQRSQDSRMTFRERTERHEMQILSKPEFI
Starred values were filed as active, the others as inactive; ? = inconclusive; · = no result given; [ ] = remark or other dose. Unless noted, the call rests on the fitted dose curve; in most records, active means well fitted curve in the direction sought with a large enough effect; inconclusive means small, poorly fitted or top-dose-only effect, or another doubt; inactive means no such curve, though single readings can be large; an effect the other way counts as inactive or inconclusive. Potency means the concentration at half of the fitted maximal effect. These rows are one share of the data. The share of hits here may be higher or lower than overall.

SMILES	GAA inhib	Epigenetic derep	ALDH1A1 block	GLA spleen mod	Tau fluor counter	GAA glycogen mod	GAA spleen mod	NPSR antag
Cc1ccccc1C(=O)NC(=S)Nc1ccc2[nH]c(=O)[nH]c2c1	-1%	-1.8%	-8%	3%	3%	-3%	3%	-5%
S=c1[nH]cc(Cc2ccccc2)s1	-3%	-2.2%	10µM*	-6%	2%	9%	-3%	-2%
O=C(CSc1nncs1)N1CCN(S(=O)(=O)c2ccccc2)CC1	?	-0.6%	3%	-6%	2%	-4%	-1%	8%
COc1ccccc1NC(=O)c1cc2c(s1)-c1ccccc1S(=O)(=O)C2	·	2.5%	·	0%	?	7%	-7%	-9%
O=C(Nc1nnc(CCS(=O)(=O)c2ccc3ccccc3c2)s1)c1ccc([N+](=O)[O-])cc1	1%	-0.8%	6%	-1%	-10%	10%	-5%	-4%
N#CC(C(=O)c1ccccc1Cl)=C1SCCCS1	·	1.1%	·	7%	-14%	3%	-10%	?
COc1ccc(-c2[nH]ncc2CN2C[C@@H]3CCC[C@H]2C3)c(F)c1	-5%	0.0%	?	1%	-22%	2%	-3%	-17%
CCOC(=O)C1CCN(CC(=O)Nc2cc(C)nn2-c2nc3ccccc3s2)CC1	-2%	-0.7%	-2%	7%	-7%	-6%	4%	-8%[46.1 µM]
COCCSc1ccccc1C(=O)Nc1ccc2c(c1)OCCO2	-2%	0.1%	-3%	-3%	-4%	-1%	-11%	-5%[46.1 µM]
COc1ccc(N=C2SC(C(=O)O)CC(=O)N2C)cc1 (stereo unspecified)	-2%	-1.6%	6%	1%	5%	1%	-4%	-18%[46.1 µM]
CC(Nc1cccc(F)c1)C(=O)Nc1ccc(S(N)(=O)=O)cc1 (stereo unspecified)	3%	-0.5%	20%	5%	-2%	-5%	7%	12%
Cc1cc2n(n1)C(c1ccsc1)Nc1ccccc1-2 (stereo unspecified)	1%	-1.0%	-15%	-2%	?	-6%	-6%	-12%[46.1 µM]
NC(N)=N/N=C/c1ccc(Cl)c([N+](=O)[O-])c1	-7%	-1.4%	5%	5%	-19%	2%	3%	-28%
Cc1[nH]n(-c2ccccc2)c(=O)c1CCOC(=O)c1cccc(C(F)(F)F)c1	-1%	-0.9%	4%	0%	-12%	?	-3%	-18%[46.1 µM]
O=C(NNS(=O)(=O)c1ccc(F)cc1)c1ccc(S(=O)(=O)N2CCCCC2)cc1	-11%	-1.5%	-3%	-1%	7%	?	-7%	-1%
O=C1N/C(=C/c2ccc(N3CCCC3)cc2)C(=O)N1c1ccccc1	0%	16µM*	-9%	0%	?	-1%	4%	-3%
CCn1c(SCC(=O)NCc2ccco2)nc2ccccc2c1=O	?	1.6%	-7%	1%	-15%	-4%	7%	-4%
Cc1nc2ccc(S(=O)(=O)Nc3cc(-c4nc5cccnc5s4)ccc3C)cc2s1	-2%	-2.6%	?	-1%	-6%	6%	-1%	-8%
Cc1ccc(S(=O)(=O)N(C)C)cc1NC(=O)c1ccncc1	2%	-0.6%	?	1%	6%	21%	-5%	12%
Cc1nc2nc(-c3cccnc3)nn2c(C)c1Cl	4%	2.2%	?	0%	0%	-2%	-7%	-9%[46.1 µM]
CN(C)c1ccc(NC(=O)c2ccc(Cn3cc([N+](=O)[O-])cn3)cc2)cc1	-5%	0.0%	?	-17%	?	12%	4%	-16%
N=c1n(Cc2ccc(Cl)cc2)c2ccccc2n1CC(O)c1ccco1 (stereo unspecified)	-4%	0.7%	6%	-5%	-1%	-1%	-3%	-10%[46.1 µM]
O=C(COc1ccccc1[N+](=O)[O-])OC1CCS(=O)(=O)C1 (stereo unspecified)	5%	0.2%	10%	-7%	-4%	-18%	-4%	17%
Cc1cccc(S(=O)(=O)c2c(N)n(Cc3ccco3)c3nc4ccccc4nc23)c1	?	-0.2%	?	13%	?	-27%	5%	?
CS(=O)(=O)c1ccc(Cl)c(NC(=O)COC(=O)/C=C/c2cnc3ccccc3n2)c1	·	0.0%	·	6%	-23%	0%	1%	-1%[7.67 µM]
CNC(=O)CCc1nc(-c2ccc(C(C)(C)C)cc2)no1	5%	0.9%	-2%	-1%	-7%	-2%	9%	-5%[46.1 µM]
COc1ccc(C2c3c4c(n(C)c3CCN2C)CCN(C)C4c2ccc(OC)cc2)cc1 (stereo unspecified)	-3%	1.4%	-10%	-16%	-5%	8%	-6%	13%[46.1 µM]
CC1=C(C#N)C(Nc2cccc(C)n2)(C(F)(F)F)C(=O)N1 (stereo unspecified)	-13%	-4.3%	-12%	7%	-10%	3%	-7%	-2%[46.1 µM]
Cc1cc(C(=O)CN2C(=O)NC3(CCCCC3)C2=O)c(C)n1-c1ccc2c(c1)OCO2	1%	0.0%	?	-6%	-12%	-17%	-2%	-18%[46.1 µM]
O=C(NCC1CCN(c2ccc(S(=O)(=O)N3CCOCC3)cc2)CC1)c1ccc(Cl)cc1	-7%	-0.3%	-15%	0%	-29%	14%	-22%	-27%[46.1 µM]
O=C(Cn1cc(/C=C\[N+](=O)[O-])c2ccccc21)Nc1ccccc1	·	-0.5%	·	-6%	-23%	9%	-1%	13µM*
Cc1cccc(NC(=S)NC(C)C(c2cccs2)N2CCN(C)CC2)c1C (stereo unspecified)	·	2.3%	·	-1%	-6%	-1%	0%	4%
CCOC(=O)c1c(NC(=O)CN2CCOCC2)sc2c1CCCC2=O	-1%	-2.0%	?	-19%	3%	1%	-4%	-18%[46.1 µM]
CN1C(=C2C(=O)OC(C)(C)OC2=O)Sc2ccccc21	-7%	-0.3%	?	-1%	2%	6%	-5%	3%[46.1 µM]
COc1ccc(-c2nnn(CCc3nn[nH]n3)n2)cc1OC	-5%	3.2%	20%	-6%	5%	-4%	-6%	1%[46.1 µM]
Cc1nc(C(F)(F)F)ccc1C(=O)N1CCCCC1	·	0.1%	·	-1%	-10%	-5%	-18%	-10%

Already shown: entries from further up.
SMILES	GAA inhib	Epigenetic derep	ALDH1A1 block	GLA spleen mod	Tau fluor counter	GAA glycogen mod	GAA spleen mod	NPSR antag
CS(=O)(=O)c1ccc(Cl)c(NC(=O)COC(=O)/C=C/c2cnc3ccccc3n2)c1	·	0.0%	·	6%	-23%	0%	1%	-1%[7.67 µM]
CNC(=O)CCc1nc(-c2ccc(C(C)(C)C)cc2)no1	5%	0.9%	-2%	-1%	-7%	-2%	9%	-5%[46.1 µM]

(continued)
SMILES	GAA inhib	Epigenetic derep	ALDH1A1 block	GLA spleen mod	Tau fluor counter	GAA glycogen mod	GAA spleen mod	NPSR antag
CCC/C(=N\NC(=O)CNC(=O)c1ccc(Cl)cc1)c1ccccc1	-2%	4.9%	-1%	7%	-13%	3%	5%	-17%
O=C(N/N=C/c1ccncc1)c1cccc(N/N=C/c2ccncc2)c1	0%	7.1%	-7%	-9%	?	-3%	-2%	-19%
CC(NC(=S)Nc1ccc(S(N)(=O)=O)cc1)c1ccc2c(c1)OCO2 (stereo unspecified)	3%	-1.2%	24%	-3%	0%	0%	-3%	-2%
Nc1ccccc1Sc1nc2ccccc2[nH]1	-6%	?	13µM*	8%	28µM*[quencher]	-8%	4%	-14%
CCOC(=O)Cc1csc(NC(=S)NC(=O)c2ccc(Cl)cc2)n1	-4%	-1.2%	-1%	-13%	-12%	-6%	4%	-17%[46.1 µM]
CC(C)=CC(=O)Nc1ccc(S(=O)(=O)Nc2ccccn2)cc1	13%	0.9%	-3%	2%	11%	-15%	-9%	1%
CCOC(=O)C(C)n1cnc2c(nnn2-c2cccc(Cl)c2)c1=O (stereo unspecified)	-6%	-7.3%	16%	9%	-6%	5%	0%	4%[46.1 µM]
O=C(O)c1ccccc1N/C=C\[N+](=O)[O-]	-1%	-3.8%	?	-6%	-17%	-5%	-3%	-1%
CSCC[C@H](NC(=O)OC(C)(C)C)c1nnc(SCC(=O)Nc2ccc(C)cc2C)o1	-13%	-1.1%	3%	1%	-15%	-4%	-10%	-7%[46.1 µM]
c1ccc(SCCOCCn2cncn2)cc1	3%	0.9%	28µM*	-4%	1%	-6%	-3%	-2%[46.1 µM]
COc1cccc([C@@H]2Oc3ccc(OC)cc3C[C@H]2O)c1	·	-1.1%	7%	4%	-5%	·	-4%	·
CCC(Sc1nncn1C)C(=O)Nc1ccccc1OC (stereo unspecified)	-3%	0.1%	7%	10%	2%	13%	-12%	21%[46.1 µM]
Cc1noc(C)c1COC(=O)COc1ccc(C#N)cc1	2%	-3.0%	3%	-5%	-1%	-1%	-6%	9%
O=C(Nc1ccc(Cl)cc1C(F)(F)F)C(Sc1nnc(-c2cccs2)o1)c1ccccc1 (stereo unspecified)	2%	0.9%	2.8µM*	0%	1%	?	-4%	-29%[46.1 µM]
CS(=O)(=O)N1CCCC(C(=O)NCc2cccs2)C1 (stereo unspecified)	-2%	-2.8%	8%	-20%	-12%	-10%	-3%	-12%[46.1 µM]
COc1ccc(C2(C)NC(=O)N(CC(=O)Nc3ccc(S(=O)(=O)N4CCCC4)cc3)C2=O)cc1 (stereo unspecified)	-9%	2.2%	-10%	2%	-14%	1%	-1%	-14%
Cc1ccc2c(N)c(C(=O)c3ccccc3)sc2n1	·	0.1%	·	-5%	?	7%	-2%	38%
COc1ccc(S(=O)(=O)NCc2ccco2)cc1-c1nnc2c3ccccc3c(C)nn12	-1%	0.0%	-17%	-19%	3%	3%	-3%	-9%[46.1 µM]
Cn1nnnc1SCC(=O)N1CCN(c2cccc(Cl)c2)CC1	-4%	0.0%	-6%	1%	1%	3%	-4%	-14%[46.1 µM]

6 entries already listed, arranged by molecular weight, low to high.
SMILES	GAA inhib	Epigenetic derep	ALDH1A1 block	GLA spleen mod	Tau fluor counter	GAA glycogen mod	GAA spleen mod	NPSR antag
Cc1ccc2c(N)c(C(=O)c3ccccc3)sc2n1	·	0.1%	·	-5%	?	7%	-2%	38%
COc1cccc([C@@H]2Oc3ccc(OC)cc3C[C@H]2O)c1	·	-1.1%	7%	4%	-5%	·	-4%	·
CCC(Sc1nncn1C)C(=O)Nc1ccccc1OC (stereo unspecified)	-3%	0.1%	7%	10%	2%	13%	-12%	21%[46.1 µM]
Cn1nnnc1SCC(=O)N1CCN(c2cccc(Cl)c2)CC1	-4%	0.0%	-6%	1%	1%	3%	-4%	-14%[46.1 µM]
COc1ccc(S(=O)(=O)NCc2ccco2)cc1-c1nnc2c3ccccc3c(C)nn12	-1%	0.0%	-17%	-19%	3%	3%	-3%	-9%[46.1 µM]
O=C(Nc1ccc(Cl)cc1C(F)(F)F)C(Sc1nnc(-c2cccs2)o1)c1ccccc1 (stereo unspecified)	2%	0.9%	2.8µM*	0%	1%	?	-4%	-29%[46.1 µM]

Screens: PubChem BioAssay, National Center for Advancing Translational Sciences (NCATS)
